Screening data: PubChem BioAssay, National Center for Advancing Translational Sciences (NCATS)
GLS inh: qHTS for Inhibitors of Glutaminase (GLS). GLS enzymatic activity, qHTS titration. Glutaminase kidney isoform, mitochondrial (Homo sapiens), O94925. Potency, µM (highest dose often 45.5 µM), for the others: at the top dose activity change, negative = inhibition, usual class: inhibitors. 410,000 compounds, 0.21% hits; further: potency means the concentration at half of the fitted maximal effect; on the % scale 0 is the no-effect control and ±100 the full control effect
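Enzyme dispensed in phosphate buffer (45 mM, pH 8.2, 0.02% Tween-20), compounds pinned in, then 1 mM L-glutamine solution and the glutamate oxidase–HRP–Amplex Red mix added; fluorescence read immediately and again after 30 min at room temperature.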
JMJD2A Tudor inh: qHTS Assay for Inhibitors of JMJD2A-Tudor Domain; Potency, µM (top dose mostly 114 µM), without a hit: at the top dose activity change, negative = inhibition, hits mostly inhibitors; 390,000 compounds, 4.4% hits; AID 504339, 2011; AlphaScreen JMJD2A-Tudor / H3K4me3 peptide binding; further: potency means the concentration at half of the fitted maximal effect; on the % scale 0 is the no-effect control and ±100 the full control effect; nearly all actives have a fitted effect of over 50% in size
PI4K2A block: qHTS for small molecular inhibitors of PI4K2A. Phosphatidylinositol 4-kinase type 2-alpha (Homo sapiens), Q9BTU6. purified PI4K2A, ADP-Glo luminescence, 1 h; hits give low values. activity change, negative = inhibition, % at 76.9 µM. 420,000 compounds, 0.13% hits; in the data active means activity change below about -50%; inconclusive means mostly about -30% to -49%;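 further: -100% = wells without enzyme as full effect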
Target sequence (Q9BTU6 whole entry, looked up): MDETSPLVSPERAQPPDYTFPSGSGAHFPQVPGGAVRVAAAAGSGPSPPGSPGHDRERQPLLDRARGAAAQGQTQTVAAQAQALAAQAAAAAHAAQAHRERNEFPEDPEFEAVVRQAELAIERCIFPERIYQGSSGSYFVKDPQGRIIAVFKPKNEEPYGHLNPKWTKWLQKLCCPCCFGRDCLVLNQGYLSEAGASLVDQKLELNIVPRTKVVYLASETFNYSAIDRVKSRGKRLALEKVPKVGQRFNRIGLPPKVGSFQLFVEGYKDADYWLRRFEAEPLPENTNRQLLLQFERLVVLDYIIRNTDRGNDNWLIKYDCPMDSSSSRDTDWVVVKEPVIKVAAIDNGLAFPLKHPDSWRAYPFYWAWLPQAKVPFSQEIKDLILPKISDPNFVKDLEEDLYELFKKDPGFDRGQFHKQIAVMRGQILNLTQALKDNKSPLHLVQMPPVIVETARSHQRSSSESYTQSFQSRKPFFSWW
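PI4K2A activity was measured by ADP-Glo luminescence: enzyme (4 ug/mL stock) and phosphatidylinositol (1.2 mM stock) in Tris pH 7.5/MgCl2/EGTA/Triton X-100 buffer were reacted with ATP (300 microM stock) for one hour at ambient temperature.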
BAZ2B block: qHTS Assay for Inhibitors of BAZ2B; Bromodomain adjacent to zinc finger domain protein 2B (Homo sapiens), Q9UIF8; AlphaScreen BAZ2B-H3K14Ac peptide displacement; Potency, µM (titrated, usually from 114 µM), inactives show at the highest dose activity change, negative = inhibition, usual class: inhibitors; 360,000 compounds, 4.4% hits; further: potency means the concentration at half of the fitted maximal effect; on the % scale 0 is the no-effect control and ±100 the full control effect; nearly all actives have a fitted effect of over 60% in size
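Protein-peptide AlphaScreen: BAZ2B 50 nM, b-H3K14Ac 50 nM, 1x PBS pH 7.4 + 0.01% Tween-20. Preincubation 30 min RT; cpd 30 min RT (top 110 uM); beads 20 min RT, light-protected.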
RGS4 inhibitor: Inhibitors of Regulator of G Protein Signaling (RGS) 4: qHTS; Regulator of G-protein signaling 4 (Homo sapiens), P49798; Transcreener GDP fluorescence polarization, RGS4-accelerated GTP hydrolysis; Potency, µM (doses to about 114 µM), for inactives: at the top dose activity change, negative = inhibition, hits mostly inhibitors; 390,000 compounds, 0.039% hits; AID 504845, 2011; further: potency means the concentration at half of the fitted maximal effect; on the % scale 0 is the no-effect control and ±100 the full control effect; nearly all actives have a fitted effect of over 75% in size; some results filed as inactive show a strong effect at the top dose
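MLSMR compounds (23 nl, pin-transferred) preincubated 10 min at room temperature with a 500nM (2x) first reagent, then RGS4 at 900nM (2x) plus Transcreener GDP mix added; fluorescence polarization (620/688 nm) read before and after 90 min at 30 °C.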
G9a block: qHTS Assay for Inhibitors of Histone Lysine Methyltransferase G9a. Histone-lysine N-methyltransferase EHMT2 (Homo sapiens), Q96KQ7. G9a H3K9 monomethylation, AlphaScreen, 2 h. Potency, µM (top dose mostly 102 µM), inactives show at the top dose activity, negative = inhibition, hits mostly inhibitors. 350,000 compounds, 8.8% hits; further: potency means the concentration at half of the fitted maximal effect; on the % scale 0 is the no-effect control and ±100 the full control effect; nearly all actives have a fitted effect of over 75% in size
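Readings reflect AlphaScreen signal from monomethyl-H3K9 antibody detection. HMT at 20 nM; substrate b-H3K9 500 nM; cofactor SAM 20 uM; 2 h RT reaction; compounds tested as titrations in qHTS with 15 min preincubation.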
ERG Ets-DNA blk: qHTS for Small Molecule Inhibitors of the ERG Ets/DNA interaction | Transcriptional regulator ERG (Homo sapiens), P11308 | fluorescence polarization, His-ERG Ets domain / labelled DNA | Potency, µM (doses to about 76.9 µM), without a hit: at the top dose FP activity, negative = inhibition, actives largely listed as inhibitors | 370,000 compounds, 0.028% hits; active means well fitted inhibition curve with a large enough effect in the polarisation, with a control signal flat; inconclusive means small, poorly fitted or top-dose-only effect, or effect the other way, or a change in a side signal; inactive means no such curve, though single readings can be large or run the other way; the % refers to the polarisation;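 further: polarization taken with two DNA probes labelled with fluorescein and Texas red; potency means the concentration at half of the fitted maximal effect; % of control where 0% means no effect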
Target sequence (P11308 whole entry, looked up, the tested form may be a part): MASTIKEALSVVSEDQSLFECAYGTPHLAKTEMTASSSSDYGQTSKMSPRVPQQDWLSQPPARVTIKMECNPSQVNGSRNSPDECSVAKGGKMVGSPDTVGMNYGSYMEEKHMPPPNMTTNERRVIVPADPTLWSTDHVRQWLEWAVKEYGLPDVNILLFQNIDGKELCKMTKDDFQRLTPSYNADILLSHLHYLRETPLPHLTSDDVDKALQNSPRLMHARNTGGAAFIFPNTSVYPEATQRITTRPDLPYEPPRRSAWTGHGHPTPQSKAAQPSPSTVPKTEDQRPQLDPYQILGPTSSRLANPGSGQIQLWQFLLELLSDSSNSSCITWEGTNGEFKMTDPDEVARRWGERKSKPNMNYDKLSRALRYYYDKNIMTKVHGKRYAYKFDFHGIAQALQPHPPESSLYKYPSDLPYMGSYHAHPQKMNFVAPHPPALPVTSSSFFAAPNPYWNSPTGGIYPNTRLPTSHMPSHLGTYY
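His-tagged ERG Ets domain (1 uM in the protein solution; 300mM KCl, 50mM Tris-HCl, 1mM EDTA, 1mM DTT, pH 7.5) received compound, then a probe mix of 5 nM fluorescein-DNA and 100nM Texas-615-DNA. Fluorescence polarization was read for both dyes.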
ALOX12 inh: Primary qHTS assay for inhibitors of human arachidonate 12S-lipoxygenase (ALOX12): Round 2; Polyunsaturated fatty acid lipoxygenase ALOX12 (Homo sapiens), P18054; purified 12hLO, xylenol orange hydroperoxide absorbance; Potency, µM (series often up to 108 µM), inactives show at the highest dose activity change, negative = inhibition, hits mostly inhibitors; 580,000 compounds, 1.1% hits; further: potency means the concentration at half of the fitted maximal effect; on the % scale 0 is the no-effect control and ±100 the full control effect
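Purified human 12hLO at 150 nM in 25 mM Hepes, 0.01% Triton X-100, pH 7.0, preincubated 15 min at room temperature with compound. Reaction started with 40 uM arachidonic acid, 30 min at room temperature. Hydroperoxide measured by Fe-xylenol orange, 573/405 nm absorbance ratio.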
HP1b chromo inh: HTS for Inhibitors of HP1-beta Chromodomain Interactions with Methylated Histone Tails; Chromobox protein homolog 1 (Homo sapiens), P83916; AlphaScreen HP1-beta / biotin-H3K9me3 peptide binding; Potency, µM (top dose mostly 114 µM), without a hit: top-dose activity change, negative = inhibition, usual class: inhibitors; 390,000 compounds, 0.56% hits; AID 540317, 2011; further: potency means the concentration at half of the fitted maximal effect; nearly all actives have a fitted effect of over 70% in size; inactives centre near 23
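AlphaScreen: HP1-beta (50 nM) preformed 30 min with biotin-H3(1-18)K9me3 peptide (50 nM) in PBS pH 7.4, 0.01% Tween-20. Compound added for 30 min at RT, then streptavidin donor/nickel chelate acceptor beads (10 ug/mL) for 30 min.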
* marks the source's active call; other numbers are inactive results; ? = inconclusive; · = not tested or not shown; [ ] = another dose, or the depositor's remark. Unless noted, the call rests on the fitted dose curve; in most records, active means well fitted curve in the direction sought with a large enough effect; inconclusive means small, poorly fitted or top-dose-only effect, or another doubt; inactive means no such curve, though single readings can be large; an effect the other way counts as inactive or inconclusive.

SMILES | GLS inh | JMJD2A Tudor inh | PI4K2A block | BAZ2B block | RGS4 inhibitor | G9a block | ERG Ets-DNA blk | ALOX12 inh | HP1b chromo inh
CN(CC(=O)Nc1ccc(Cl)cc1)C(=O)CNC(=O)c1ccc2ccccc2c1 | -2% | -18% | -1 | 6% | -6% | 86%[activator] | -8% | -1% | 30%
CN(C(=O)C1CCN(S(=O)(=O)c2cccc3nonc23)CC1)C1CCCCC1 | 4% | -17% | 4 | -15% | 14% | · | -10% | 11% | 13%
O=C(COc1ccc(F)cc1Br)NCC1(N2CCOCC2)CCCCC1 | 4% | -7% | 2 | 8% | 11% | -5%[2.33 µM] | -2% | 3% | 30%
CCOC(=O)c1c(-c2ccccc2)csc1NC(=S)N(CC)CC | 7% | 18% | 2 | 4% | 22% | 22µM* | -4% | -9% | 15%
O=C(COC(=O)c1ccccc1NS(=O)(=O)c1cccs1)NC1CCCCC1 | 6% | -7% | -6 | 9% | 22% | ? | -5% | -20% | 25%
COc1cccc(NC(=O)C2CCCN(c3ncnc4onc(-c5ccc(F)cc5)c34)C2)c1 (stereo unspecified) | 0% | -7% | -2 | 7%[57.1 µM] | -20% | 4%[59 µM] | -1% | -13% | 34%
CCCCCCc1nc(C(N)=O)c2[nH]c(=O)n(-c3ccc(OC)cc3OC)c2n1 | 3% | -20% | -9 | -17% | 21%[56.9 µM] | 5% | -11% | 13% | 41%[activator]
CCCNC(=O)c1c(NC(=O)c2ccccc2F)sc2c1CCCCC2 | -2% | -4% | 1 | 2% | 7% | 7%[59 µM] | 5% | -11% | 61%[activator]
Cc1ccc(C)c(-c2nnc(NC(=O)COc3ccccc3)o2)c1 | 34%[activator] | -29% | 1 | -6% | -4% | -21% | -3% | 20% | 26%
O=C(CN1CCN(Cc2ccc(Cl)cc2)C1=O)NCCN1CCCC1 | -1% | -30% | 0 | -5% | 13% | -13% | -4% | 22%[57.4 µM] | 24%
Cc1nn(-c2ccccc2)c(N2CCCC2)c1/C=N/NC(=O)c1cccc(S(=O)(=O)Nc2ccc(Cl)cc2)c1 | 18% | -24% | -1 | -33% | 12% | 21%[59 µM] | -5% | -6% | 7%
O=C(NCc1csc(-c2cccs2)n1)c1ccsc1 | -2% | -5% | -2 | -3% | 14% | · | 4% | ? | 48%[activator]
O=C(c1cnccn1)N(c1ccccc1)C1(C(=O)NC2CCCC2)CCCCC1 | 4% | -6% | 2 | -25% | -8% | -45%[12.7 µM] | -1% | -3% | 22%
CC(C)Cn1c(=O)c2ccccc2n2c(CCC(=O)N3CCN(c4ccccc4)CC3)nnc12 | 4% | -14% | -1 | 2% | 5% | 10%[59 µM] | 3% | -19% | 34%
COc1ccc(CCCNC(=O)C2CCC(=O)N(Cc3ccccc3F)C2)cc1 (stereo unspecified) | -4% | -10% | -2 | -13% | 5% | 3% | -6% | 17% | 26%
CCCCn1c(N)c(N(CCC(C)C)C(=O)COC(=O)c2sccc2C)c(=O)[nH]c1=O | -3% | -10% | -1 | 29% | 16% | -1%[12.7 µM] | -8% | ? | 30%
O=S(=O)(c1ccccc1)N(Cc1ccccn1)Cc1ccccn1 | 0% | -3% | -19 | -13% | 26% | 1% | -8% | · | 41%
CN(Cc1nc2c(s1)CCCC2)C(=O)CCc1nnc(-c2ccccc2)o1 | 0% | -15% | -3 | 1% | 3% | · | -6% | 5% | 3%
O=P(NC1CCCCC1)(c1ccccc1)c1ccccc1 | -7% | -2% | 4 | · | -5% | · | -8% | 5% | 19%[57 µM]
CCOc1ccc(/C(C)=N/NC(=O)Cn2nc([N+](=O)[O-])cc2C)cc1 | -3% | -33% | -1 | -4% | -11% | · | -16% | 2% | 16%

Limited to PI4K2A block, ERG Ets-DNA blk and GLS inh (6 entries from above):
compound,PI4K2A block,ERG Ets-DNA blk,GLS inh
CN(C(=O)C1CCN(S(=O)(=O)c2cccc3nonc23)CC1)C1CCCCC1,4,-10%,4%
CCCCCCc1nc(C(N)=O)c2[nH]c(=O)n(-c3ccc(OC)cc3OC)c2n1,-9,-11%,3%
Cc1ccc(C)c(-c2nnc(NC(=O)COc3ccccc3)o2)c1,1,-3%,34%[activator]
CCOC(=O)c1c(-c2ccccc2)csc1NC(=S)N(CC)CC,2,-4%,7%
CCCCn1c(N)c(N(CCC(C)C)C(=O)COC(=O)c2sccc2C)c(=O)[nH]c1=O,-1,-8%,-3%
O=C(COC(=O)c1ccccc1NS(=O)(=O)c1cccs1)NC1CCCCC1,-6,-5%,6%

Other records
SMILES | GLS inh | JMJD2A Tudor inh | PI4K2A block | BAZ2B block | RGS4 inhibitor | G9a block | ERG Ets-DNA blk | ALOX12 inh | HP1b chromo inh
CC(C)Sc1nc(N)nc(-c2cccs2)c1C#N | 6% | 19% | -8 | 33% | 6% | 57%[activator][59 µM] | -7% | -6% | 87%
O=C(CSc1ccc(-c2ccc(F)cc2)nn1)NCC1CCCO1 (stereo unspecified) | -1% | -3% | -1 | 5% | -11% | 13% | 2% | -15% | 43%[activator]
CCC(C)(C)NC(=O)C(c1ccc(OC)cc1)N(C(=O)CCC(=O)Nc1cc(C)on1)c1ccccc1F (stereo unspecified) | 13% | -3% | -2 | -14% | 13% | ? | -7% | -11% | 21%
CCOc1ccc2nc(N3CCC(C(=O)Nc4c(C)cccc4C)CC3)sc2c1 | -7% | -19% | -4 | 0% | 2% | -5%[59 µM] | 0% | 4% | 12%
C=Cn1cc[n+](CC(=O)c2ccc(-c3ccccc3)cc2)c1 | 0% | -19% | -21 | 8% | -35% | -8%[0.501 µM] | 4% | 13% | 32%
O=C(Nc1cc(Cl)cc2c1-c1ccc(Cl)cc1C2O)C(Cl)Cl (stereo unspecified) | -15% | -15% | -4 | · | -29% | · | 11% | ? | 18%
COc1cc(-c2nc3n(n2)C(c2cccc(OC)c2OC)C2=C(CCCC2=O)N3)cc(OC)c1OC (stereo unspecified) | 5% | -16% | -3 | -2% | 2% | -9%[12.7 µM] | 4% | -8% | 5%
CCOc1ccc(C2CC(c3cccc(OC)c3)Nc3ncnn32)cc1 (stereo unspecified) | 1% | -33% | 3 | -1% | 14% | -5% | 8% | 466%[activator] | 16%
COc1ccc(CCN2CC(C(=O)NCCN3CCOC3=O)CCC2=O)cc1 (stereo unspecified) | -4% | -11% | 1 | -2% | 8% | -15% | 1% | -1% | 15%
O=C(NCCc1cccs1)c1ccc(Cn2c(SCc3ccc(F)cc3)nc3cccnc32)cc1 | -5% | -18% | 2 | -1% | -25% | -5%[59 µM] | -1% | -6% | 14%
COc1ccc(Cl)cc1NC(=O)CN(C)CC(=O)Nc1cccc(S(=O)(=O)N2CCCC2)c1 | -10% | -10% | 0 | -6% | 6% | 4%[0.501 µM] | 0% | -15% | 38%
COc1ccc(N2CCN(Cc3csc(C)c3-c3ccc(C)cc3)CC2)cc1 | 0% | 13µM* | 3 | 28µM* | -25% | 11µM* | 5% | ? | 35µM*
COC(C[C@@H](O)C[C@H](O)[C@H](C)OCc1ccccc1)OC | 5% | -1% | 0 | · | 7% | · | 4% | -1% | 30%
CCc1ccccc1NC(=O)CN1CCN(C(=O)CNC(=O)c2ccc(-c3ccccc3)cc2)CC1 | 2% | -4% | -1 | -4% | -10% | -2%[59 µM] | -1% | 50% | 20%
CC(=O)Nc1ccccc1N(C)S(=O)(=O)c1ccc(C)cc1 | -3% | -18% | 0 | 8% | -1% | -1%[59 µM] | 3% | 4% | 25%
CC(CCOS(N)(=O)=O)c1ccccc1 (stereo unspecified) | 0% | -14% | -5 | -24% | 4% | -8% | -3% | · | 21%

Complete entries as entered above. Order of screens: GLS inh | JMJD2A Tudor inh | PI4K2A block | BAZ2B block | RGS4 inhibitor | G9a block | ERG Ets-DNA blk | ALOX12 inh | HP1b chromo inh
O=C(NCCc1cccs1)c1ccc(Cn2c(SCc3ccc(F)cc3)nc3cccnc32)cc1 in the list: -5% | -18% | 2 | -1% | -25% | -5%[59 µM] | -1% | -6% | 14%
COc1ccc(N2CCN(Cc3csc(C)c3-c3ccc(C)cc3)CC2)cc1 in the list: 0% | 13µM* | 3 | 28µM* | -25% | 11µM* | 5% | ? | 35µM*

These rows are one share of the data; count on the stated rates, not on these rows.
